# NTR1 agonist: agonists of NTR1, primary screen, imaging, U2OS cells, beta-arrestin-GFP, high content (AID 493036); P30989; NTR1-U2OS beta-arrestin-GFP spot imaging, agonist mode; activation, % at 20 µM; actives 0.17% (n = 330,000);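 active = activation at or above 40% of the spot to cytoplasm intensity ratio, with at least 20 cells analyzed; inconclusive = wells under 20 cells, flagged as cytotoxic or low count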;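 also: 0% = DMSO without peptide and 100% = 100 nM NTR1 peptide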
# Target sequence (P30989 whole entry, looked up): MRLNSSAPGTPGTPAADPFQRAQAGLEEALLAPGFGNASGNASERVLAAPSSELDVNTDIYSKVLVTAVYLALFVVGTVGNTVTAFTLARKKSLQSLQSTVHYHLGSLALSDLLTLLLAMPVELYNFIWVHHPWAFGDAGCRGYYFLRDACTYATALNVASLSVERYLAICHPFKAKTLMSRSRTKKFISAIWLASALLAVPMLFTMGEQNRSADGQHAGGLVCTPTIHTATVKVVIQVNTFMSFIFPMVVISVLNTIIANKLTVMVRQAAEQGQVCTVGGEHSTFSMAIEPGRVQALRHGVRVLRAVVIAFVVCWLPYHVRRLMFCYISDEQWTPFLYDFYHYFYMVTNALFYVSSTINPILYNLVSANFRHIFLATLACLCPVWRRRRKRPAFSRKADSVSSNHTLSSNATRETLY
# T cell modulator: T cell immune modulation candidate; actives 0.068% (n = 330,000); calls only at 7 µM; 2C CD8+ T cell-vesicle binding, flow cytometry; stronger effect = lower value;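 active = response, share of CD8 T cells binding vesicles, and their 90th percentile fluorescence all below set limits, cut at about 80% in these data, passing the limit was not always enough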
#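 Test system: purified 2C TCR transgenic mouse naive CD8+ T cells. Probe or stimulus: QL9-peptide-loaded Drosophila micro-vesicles bearing Ld, ICAM-1 and B7-1. Incubation: binding step 1.5 h, 37 °C, antibody labelling 20 min, ice. Measured by: flow cytometry of vesicle-bound cells.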
# GPR55 antagonists: inhibition of LPI-stimulated GPR55 beta-arrestin translocation – imaging, U2OS, beta-arrestin-GFP, LPI agonist, primary screen (AID 2013). U2OS GPR55 beta-arrestin-GFP translocation imaging, LPI antagonism; higher % means a stronger effect. one-dose inhibition, % at 10 µM; IC50 in µM for titrated hits. actives 0.13% (n = 290,000);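 active = spots per cell inhibited over 60%, with over 100 cells counted and total cytoplasm intensity under 500,000; inconclusive = wells with under 100 cells, flagged as likely toxic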;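 also: U2OS cells stably carrying GPR55 and arrestin-GFP stimulated by 5 µM LPI near EC80; imaged beta-arrestin-GFP aggregate spots per cell after agonist stimulation; plate controls were LPI-stimulated DMSO wells for no effect and DMSO wells without LPI for full effect; some results filed as inactive read as strong as hits; confirmed hits need IC50 under 10 µM and bright autofluorescent wells are also inconclusive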
# SV40 large T antigen: TAg ATPase/helicase activity blockers – biochemical (AID 1903). SV40 large T antigen ATPase/helicase inhibition assay; higher % means a stronger effect. inhibition, % at 20 µM, or IC50 in µM where a hit was titrated. actives 0.39% (n = 310,000); in the data active = a potency from the dose series; inconclusive = inhibition mostly from about 32% at the one dose, without a potency; inactive = the rest, 99 in 100 with inhibition below about 32%; also: strong numbers were not always called active
# Rac1 GTP hydrolysis: MgcRacGAP GTPase-activating activity inhibitors, confirmation, biochemical, ADP Hunter fluorescence; inhibition, % at 30 µM; hits with a dose series show IC50 in µM; MgcRacGAP-stimulated Rac1 GTP hydrolysis, ADP Hunter fluorescence; higher % means a stronger effect; GST-tagged Rac1 F28L mutant substrate; AID 624330; actives 0.6% (n = 340,000);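 active = first-screen hits whose inhibition reached a set limit at any dose in the follow-up dose series; inconclusive = inhibition above the set first-screen limit but never retested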;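 also: fluorescence reports GDP produced by GAP-driven GTP hydrolysis; strong numbers were not always called active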
# GPR55 activation: GPR55 agonists via beta-arrestin recruitment, primary screen, imaging, U2OS cells, beta-arrestin-GFP redistribution (AID 1961) | U2OS GPR55 beta-arrestin-GFP redistribution imaging; higher % means a stronger effect | one-dose activation, % at 10 µM; EC50 in µM for titrated hits | actives 0.048% (n = 290,000);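 active = activation above 40% with more than 50 cells counted in the well; inconclusive = wells holding fewer than 50 cells, flagged as toxic or sparse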;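 also: U2OS osteosarcoma cells stably expressing GPR55 and beta-arrestin-GFP; plate controls were DMSO negative control for no effect and LPI positive control for full effect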
# LYP phosphatase: inhibitors of LYP phosphatase, biochemical, fluorescence intensity, uHTS (AID 1779); inhibition, % at 11.5 µM; hits with a dose series show IC50 in µM; actives 0.054% (n = 290,000); recombinant LYP phosphatase, fluorescence intensity; higher % means a stronger effect; in the data active = inhibition above about 50%;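 also: plate controls were vehicle with enzyme for no effect and no enzyme for full effect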
# GPR35 arrestin U2OS: inhibition of zaprinast-stimulated GPR35 beta-arrestin translocation – imaging, U2OS, beta-arrestin-GFP, zaprinast agonist, primary screen (AID 2058). U2OS GPR35 beta-arrestin-GFP translocation imaging, zaprinast antagonism; higher % means a stronger effect. inhibition, % at 10 µM, or IC50 in µM where a hit was titrated. actives 0.052% (n = 290,000);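 active = inhibition of at least 50% with at least 30 cells and total cytoplasm GFP at most 10,000,000; inconclusive = under 30 cells or total GFP of 10,000,000 plus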
# Lipid droplet: modulators of hepatic lipid droplet formation; inhibition, % at 6.5 µM; AML12 mouse hepatocytes, oleate lipid droplets, BODIPY imaging; actives 0.4% (n = 240,000);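 active = lipid droplet intensity inhibited by at least 50%, with more than 500 cells counted; inconclusive = wells with under 300 cells, treated as cytotoxic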
#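 Material – mouse AML12 hepatocyte cell line, fixed after treatment · Compound dosing – one dose, 6.5 µM compound · Times – compound with oleate, overnight · Measured by – Image-based BODIPY and DAPI two-channel analysis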
# Lipid droplet cells 6.5 µM: recorded beside Lipid droplet, whose call it bears; cell count; measured here: cell count, cytotoxicity flag;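 cells counted across two imaged fields per well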
# T cell modulator vesicle-bound %: second read-out of T cell modulator, no call of its own (marks repeat the call); double positive events, %; measured here: CD8+ vesicle-bound cell fraction;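 binding gate set so that unloaded-vesicle control wells show 10% double positive cells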
# NTR1 agonist cell count 20 µM: also measured in NTR1 agonist; calls as there; cell count; measured here: cell count, cytotoxicity flag
# Active calls of the source: *; i = inactive; ? = inconclusive; / = no result given; & = joins results of further samples.
SMILES	T cell modulator	GPR35 arrestin U2OS	T cell modulator vesicle-bound %	SV40 large T antigen	NTR1 agonist cell count 20 µM	Lipid droplet	GPR55 antagonists	NTR1 agonist	LYP phosphatase	GPR55 activation	Rac1 GTP hydrolysis	Lipid droplet cells 6.5 µM
CCn1c(NN=O)nc2ccccc21	i	4%	32	7%	41	-6	8%	0.1	-4%	-0.1%	3%	713
COc1ccc(Cn2c(O)c(C=NCCN3CCOCC3)c(=O)[nH]c2=O)cc1	i	-15%	24	7%	49	/	15%	-0.5	0%	0.0%	13%	/
CC1(C)C2CC=C(CN3CCC(O)CC3)C1C2 (stereo unspecified)	i	12%	8	2%	83	9	12%	0.2	-2%	-0.2%	10%	717
COc1ccc(-c2nn(CCC#N)cc2C(=O)Nc2ccccc2Br)cc1[N+](=O)[O-]	i	10%	39	6%	64	1	-4%	2.3	-7%	-0.1%	10%	715
CCOc1ccc(C(C)=O)cc1Cn1ccsc1=N	i	-3%	24	3%	/	/	13%	/	-12%	0.0%	/	/
Cc1nc2sccc2c(=O)n1-c1ccccc1Cl	i	0%	22	19%	86	/	-16%	-1.7	1%	-0.1%	-12%	/
CN1C(=O)C(=Cc2ccccc2OCc2ccc(Cl)cc2)C(=O)N(C)C1=O	i	7%	14	37%	82	7	-6%	1.4	1%	-0.3%	15%	711
Cc1cccc(-n2c(C)nc3cc(C(=O)N4CCC5(CC4)OCCO5)ccc32)c1	/	2%	/	1%	/	/	-23%	/	-1%	-0.4%	7%	/
CC(C)Oc1ccc(CCN)cc1Cl	i	-6%	50	6%	52	-10	2%	-0.8	1%	-0.2%	8%	590
O=C(c1c[nH]c2ccc(S(=O)(=O)N3CCC4(CC3)OCCO4)cc2c1=O)N1CCC2(CC1)OCCO2	i	6%	58	18%	57	1	1%	-0.2	2%	0.5%	2%	736
O=c1[nH]sc2cc(F)ccc12	/	20%	/	33µM*	/	-5	26%	/	-4%	1.4%	?	630
COC(=O)CN1C(=O)CN=C(c2ccccc2Cl)c2cc(Br)ccc21	i	-4%	50	7%	57	-7	8%	-0.2	-8%	0.5%	/	668
COc1ccc(OC)c(NP(=O)(Oc2ccc(Cl)cc2)Oc2ccc(Cl)cc2)c1	i	-16%	50	6%	60	-56	29%	8.1	2%	-0.2%	9%	673
C[C@H]1CC[C@@H]2[C@@H](C)[C@H]3[C@H](C[C@H]4[C@@H]5CC=C6C[C@@H](O[C@@H]7O[C@H](CO)[C@H](O)[C@H](O[C@@H]8O[C@H](CO)[C@@H](O)[C@H](O)[C@H]8O)[C@H]7O[C@@H]7O[C@@H](C)[C@H](O)[C@@H](O)[C@H]7O)CC[C@]6(C)[C@H]5CC[C@]34C)N2C1	i	-11%	32	16%	92	8	4%	-3.1	1%	0.2%	6%	734
COC(=O)C1=C(c2cc3ccccc3s2)C[C@@H]2CC[C@H]1N2C(=O)NC1CC1	i	/	18	6%	98	/	/	-3.8	/	/	9%	/

# Other structures
SMILES	T cell modulator	GPR35 arrestin U2OS	T cell modulator vesicle-bound %	SV40 large T antigen	NTR1 agonist cell count 20 µM	Lipid droplet	GPR55 antagonists	NTR1 agonist	LYP phosphatase	GPR55 activation	Rac1 GTP hydrolysis	Lipid droplet cells 6.5 µM
CC1OC(C[N+](C)(C)C)CC1O (stereo unspecified)	i	/	24	20%	64	/	/	2.2	/	/	2%	/
C=CCn1c(O)c(C(CC)=NCc2ccc3c(c2)OCO3)c(=O)[nH]c1=O	i	-7%	32	15%	47	4	-14%	0.3	4%	0.0%	/	703
CC(C)(C)c1cc(OC(=O)Cc2ccccc2)ccc1O	i	2%	66	6%	54	-3	-20%	-0.7	-11%	0.2%	9%	816
CC1(C)CC(=O)c2cc(OCC(=O)N3CCN(Cc4ccccc4)CC3)ccc2O1	i	-1%	33	0%	59	10	7%	-0.1	-8%	1.1%	6%	680
CCN(CC)S(=O)(=O)c1ccc(N=Cc2c(O)n(-c3ccccc3)c(=O)[nH]c2=O)cc1	i	-7%	16	7%	64	/	12%	0.7	-7%	0.4%	14%	/
CC1(C)Cc2c(C#N)c(N3CCNCC3)nc(-c3ccco3)c2CS1	i	-6%	25	19%	53	15	55%	9.8	-3%	-0.1%	5%	733
Cc1c(C(=O)O)cccc1-n1c(C)cc(/C=C2\C(=O)NC(=O)N(c3ccc4c(c3)OCO4)C2=O)c1C	i	-1%	32	28%	40	13	16%	1.1	4%	-0.4%	24%	681
CN1C2CCC1CC(OC(=O)c1ccc(Cl)cc1)(C(=O)O)C2 (stereo unspecified)	i	-4%	47	-7%	55	-4	17%	-1.5	-7%	-0.4%	-6%	554
CSc1ccc(C(=O)C2CCCN(Cc3ccn[nH]3)C2)cc1 (stereo unspecified)	i	3%	31	11%	64	-6	-4%	1.6	2%	0.3%	3%	739
O=C(Cc1ccccc1)N1CCN(Cc2ccc([N+](=O)[O-])cc2)CC1	i	-10%	50	7%	77	2	6%	-0.6	2%	0.3%	23%	610
Cc1ccccc1N1C(=O)NC(=O)/C(=C\c2cc(C)n(C)c2C)C1=O	i	-7%	61	14%	74	42	2%	0.0	-5%	-0.2%	6%	705
Oc1ccccc1/C=N/NP(=S)(c1ccccc1)c1ccccc1	i	-27%	30	1%	59	-9	20%	5.2	-1%	0.0%	-5%	692
CCN(CC)CCN=Cc1c(O)n(Cc2ccco2)c(=O)[nH]c1=O	i	12%	22	3%	61	-3	35%	0.1	-2%	-0.2%	/	739
COC(=O)C1=C(c2cc3ccccc3s2)C[C@@H]2CC[C@H]1N2C(=O)NCc1ccccc1	i	/	28	10%	99	/	/	-1.1	/	/	6%	/
CCOc1ccc(N2C(=O)NC(=O)/C(=C\c3ccc(N4CCOCC4)cc3C)C2=O)cc1	i	5%	64	23%	85	-4	-8%	3.1	-7%	-0.1%	5%	752

# Next records.
SMILES	T cell modulator	GPR35 arrestin U2OS	T cell modulator vesicle-bound %	SV40 large T antigen	NTR1 agonist cell count 20 µM	Lipid droplet	GPR55 antagonists	NTR1 agonist	LYP phosphatase	GPR55 activation	Rac1 GTP hydrolysis	Lipid droplet cells 6.5 µM
c1ccc(CCN2CCC3(CC2)OCCO3)cc1	i	/	38	8%	44	/	/	-0.8	/	/	6%	/
O=C(c1ccc2c(c1)ncn2C1CCCCCC1)N1CCC2(CC1)OCCO2	i	7%	8	-1%	40	/	7%	-0.8	-6%	0.0%	8%	/
Cn1c(O)c(C=NC2CC3CCC2(C)C3(C)C)c(=O)[nH]c1=O (stereo unspecified)	i	-7%	40	6%	50	/	-5%	0.2	-4%	-0.3%	5%	/
O=c1[nH]c(=S)n(Cc2ccc(F)cc2)c(O)c1/C=N/N1CCCCCC1	i	-4%	35	2%	86	6	7%	1.3	3%	-0.2%	8%	607
CCN(CC)P(=O)(NC(=O)c1cccn1C)N(CC)CC	i	-4%	57	-1%	66	-10	10%	2.6	0%	0.5%	-3%	687
COc1ccc(CN2C(=O)NC(=O)/C(=C/c3ccc(OC)c(OC)c3OC)C2=O)cc1	i	-15%	23	18%	62	12	-5%	0.5	-9%	-0.1%	30%	662
COc1ccc(CC2C(=O)NC(=O)NC2=O)c(OC)c1	i	-4%	25	6%	36	1	8%	0.3	-5%	-0.4%	11%	687
CCN1C(=O)NC(=O)/C(=C\c2cn(CC(=O)O)c3ccccc23)C1=O	i	-2%	38	11%	51	-15	1%	-0.6	-3%	0.0%	/	848
CCOC(=O)C1(c2ccccc2)CCN(CCC(=O)Nc2ccccc2OC)CC1	i	7%	17	8%	86	-30	3%	0.4	1%	0.2%	/	788
CCc1nccc2c1[nH]c1ccccc12	i	/	31	9%	73	/	/	-1.8	/	/	7%	/
O=C(c1ccco1)c1cn(Cc2ccccc2Cl)c2ccccc12	i	-4%	48	11%	91	-19	33%	8.7	-3%	0.2%	-4%	822
CC(=Nc1c(C)n(C)n(-c2ccccc2)c1=O)c1c(O)n(Cc2ccccc2)c(=O)[nH]c1=O	i	6%	50	-2%	89	/	20%	-0.8	-7%	-0.1%	3%	/
COc1ccc(-n2c(/C=C3/C(=O)Nc4ccccc43)nc3ccccc3c2=O)cc1	i	-5%	32	6%	43	8	2%	4.2	-7%	-0.3%	2%	698
C[C@@H]1CC2(CCCC[N+]2(C)C)C[C@H]1C	i	18%	23	8%	52	8	-2%	1.4	-9%	-0.4%	-7%	738
COCCCN1CCN(c2nnc3n2-c2sc(Br)cc2C(c2ccccc2Cl)=NC3)CC1	i	-13%	11	11%	42	/	-10%	2.9	-8%	0.0%	11%	/
C[C@]12CCC(=O)C=C1CC[C@@H]1[C@@H]2C(=O)C[C@]2(C)C(=O)CC[C@@H]12	i	8%	15	-9%&-1%	54	-4	-7%	2.9	-4%	0.1%	-1%	680

# A draw from above in order of length of the SMILES, ascending.
SMILES	T cell modulator	GPR35 arrestin U2OS	T cell modulator vesicle-bound %	SV40 large T antigen	NTR1 agonist cell count 20 µM	Lipid droplet	GPR55 antagonists	NTR1 agonist	LYP phosphatase	GPR55 activation	Rac1 GTP hydrolysis	Lipid droplet cells 6.5 µM
C[C@@H]1CC2(CCCC[N+]2(C)C)C[C@H]1C	i	18%	23	8%	52	8	-2%	1.4	-9%	-0.4%	-7%	738
CCN(CC)P(=O)(NC(=O)c1cccn1C)N(CC)CC	i	-4%	57	-1%	66	-10	10%	2.6	0%	0.5%	-3%	687
O=C(c1ccco1)c1cn(Cc2ccccc2Cl)c2ccccc12	i	-4%	48	11%	91	-19	33%	8.7	-3%	0.2%	-4%	822
Cn1c(O)c(C=NC2CC3CCC2(C)C3(C)C)c(=O)[nH]c1=O (stereo unspecified)	i	-7%	40	6%	50	/	-5%	0.2	-4%	-0.3%	5%	/
O=C(c1ccc2c(c1)ncn2C1CCCCCC1)N1CCC2(CC1)OCCO2	i	7%	8	-1%	40	/	7%	-0.8	-6%	0.0%	8%	/

# Screens (PubChem BioAssay)

# The list is partial, so the mix of outcomes need not match the whole.
